Bioassay records as filed in PubChem BioAssay.
FLuc modulator – inhibits or activates purified firefly luciferase, miR-21 counter-screen; P08659; purified FLuc, Km substrates, luminescence inhibition; Potency, µM (top dose mostly 57.5 µM), without a hit: at the top dose activity change, negative = inhibition, hits mostly inhibitors; actives 6.9% (n = 360,000); AID 588342; active = well fitted inhibition curve with a large enough effect; inconclusive = small, poorly fitted or top-dose-only effect;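 note: plate controls were vehicle for no effect and reference inhibitor for full effect; nearly all actives have a fitted effect of over 55% in size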
Target sequence (P08659 whole entry, looked up): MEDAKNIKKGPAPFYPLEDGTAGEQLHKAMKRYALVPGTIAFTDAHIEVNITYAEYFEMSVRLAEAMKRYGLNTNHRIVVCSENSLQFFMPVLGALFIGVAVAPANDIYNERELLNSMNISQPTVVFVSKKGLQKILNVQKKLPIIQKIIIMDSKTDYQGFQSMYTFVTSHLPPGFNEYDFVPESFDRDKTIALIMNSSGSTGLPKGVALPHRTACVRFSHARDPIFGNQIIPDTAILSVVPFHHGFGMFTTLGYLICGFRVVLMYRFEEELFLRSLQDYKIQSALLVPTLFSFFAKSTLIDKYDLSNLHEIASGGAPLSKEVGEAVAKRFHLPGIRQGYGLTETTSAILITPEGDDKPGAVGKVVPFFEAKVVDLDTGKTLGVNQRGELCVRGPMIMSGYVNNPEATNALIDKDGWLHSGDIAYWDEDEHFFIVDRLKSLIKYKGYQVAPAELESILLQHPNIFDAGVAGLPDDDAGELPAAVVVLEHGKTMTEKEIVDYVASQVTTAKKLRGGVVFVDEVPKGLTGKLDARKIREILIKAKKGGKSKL
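Biochemical qHTS of compounds, final roughly 60 µM downward over six points, against 10 nM purified firefly luciferase using Km concentrations of substrates (10 uM D-luciferin, 10 uM ATP) in Tris acetate pH 7.5 buffer; luminescence output.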
Active calls of the source: *; ? = inconclusive. Potency is the fitted concentration of half-maximal effect. Some of the compounds tested; count on the stated rates, not on these rows.

SMILES,FLuc modulator
CC(C)c1ccccc1NC(=O)C(Cc1c[nH]c2ccccc12)NC(=O)OC(C)(C)C (stereo unspecified),3%
O=C(Nc1ccc(F)c(F)c1)c1cc(S(=O)(=O)NC2CCCCCC2)ccc1F,5%
COC(=O)C1=C(C)NC(=O)NC1c1cn(-c2ccccc2)nc1-c1ccc(OC)c(Cl)c1 (stereo unspecified),-2%
COc1ccc(N2CCN(Cc3nc4c(c(=O)n(C)c(=O)n4C)n3C(C)C)CC2)cc1,-1%
Cc1cccc(OCC(=O)NCC2(N3CCN(C)CC3)CCCCC2)c1C,-5%
CC(Sc1nc2c([nH]c3ccccc32)c(=O)n1-c1ccccc1)c1ccccc1 (stereo unspecified),-2%
O=C(Nc1ccc2oc(-c3cccc4c(Br)cccc34)nc2c1)c1cccc(Cl)c1,-1%
Cc1cccc(Cn2nnc3c(=O)[nH]c(C4CCN(C(=O)c5ccc(F)cc5)CC4)nc32)c1,4%
CCOc1ccccc1C(=O)NC1(C(F)(F)F)C(=O)Nc2c1c(=O)[nH]c(=O)n2-c1ccc(F)cc1 (stereo unspecified),?
CCn1c2c(c(=O)n3ncc(C(=O)Nc4ccc(Cl)cc4C)c13)CN(Cc1ccc(OC)cc1)CC2,-20%
O=c1n(Cc2ccc([N+](=O)[O-])cc2)c2ccccc2c2nc(-c3ccccc3)nn12,-7%
O=C(NC1CCCC1)c1ccc2c(=O)n(Cc3ccccc3)c(SCc3cccc(F)c3)nc2c1,-4%
COc1ccc2c(C)c(CCC(=O)NCc3ccccc3Cl)c(=O)oc2c1C,-1%
Cc1noc(/C=C/c2ccccc2F)c1S(=O)(=O)N1CCC(C(=O)N2CCOc3ccccc32)CC1,1%
COc1ccc(Cl)cc1NC(=O)c1nc(S(C)(=O)=O)ncc1N(Cc1ccc(C)cc1)Cc1ccco1,0%
Cc1cc(C)c(S(=O)(=O)NCC(c2cccs2)S(=O)(=O)c2ccccc2)c(C)c1 (stereo unspecified),4%
COC(=O)c1c(NC(=O)COc2c(C)cccc2C)sc2c1CCCC2,2%
COc1ccccc1C(=O)Nc1ccc(-c2nc3ccccc3s2)c(C)c1,3.8µM*
CCOC(=O)c1c(C)[nH]c(C)c1S(=O)(=O)N(C)CC(=O)N1CCN(c2cccc(Cl)c2)CC1,-2%
Cn1c(C(=O)NCc2cccc(F)c2)cc2cc(S(=O)(=O)N3CCCCC3)ccc21,1%
Cc1ccc(Nc2ccc(N3CCN(C(=O)c4cccc([N+](=O)[O-])c4)CC3)nn2)cc1,2%
COc1ccccc1Cn1c(CNS(=O)(=O)c2ccc3c(c2)CCCC3)nc2cccnc21,-20%
O=C(NCCSc1c(-c2ccc(Cl)cc2)[nH]c2ccccc12)c1ccc(S(=O)(=O)N2CCOCC2)cc1,1%
CCN(CC)C(=O)C1CCCN(c2ncnc3c2c(-c2ccccc2)cn3-c2cccc(C)c2)C1 (stereo unspecified),2%
Cc1ccc(NC(=O)C2CCN(S(=O)(=O)c3ccc4c(c3)CCCN4C(=O)C3CCC3)CC2)cc1,-10%
CC(=O)N1CCCc2cc(S(=O)(=O)N(C)CC(=O)Nc3ccc(C(C)C)cc3)ccc21,?
Cc1ccccc1Cn1nnc2c(=O)[nH]c(C3CCCN(C(=O)c4ccc(C(C)(C)C)cc4)C3)nc21 (stereo unspecified),-15%
C#CC(C)(CC)NC(=O)Cn1nnc(-c2ccc(OCc3ccccc3F)cc2)n1 (stereo unspecified),?
CCCCOc1ccc(C(=O)Nc2cc(-c3ccc(C)cc3)no2)cc1,5%
Cc1ccc(C(C)C)c(OCc2ccc(C(=O)Nc3ccc(S(N)(=O)=O)cc3C)o2)c1,-13%
Cc1ccc(CCNS(=O)(=O)c2ccc3c(c2)CC(C)N3C(=O)C2CCC2)cc1 (stereo unspecified),-13%
Cc1sc2ncn(CC(=O)Nc3ccc(C(F)(F)F)cc3)c(=O)c2c1S(=O)(=O)N1CCN(C)CC1,-2%
COc1cccc(NC(=O)N2CCN3CCCCC3C2)c1 (stereo unspecified),-5%
Cc1cccc(NC(=O)N2CC(=O)Nc3sc4c(c3C2c2ccccc2)CCCC4)c1C (stereo unspecified),-12%
O=C(NC1CCCC1)c1ccc2c(c1)N(Cc1ccccc1F)C(=O)c1ccccc1S2,6%
CC1=C(c2ccc(F)cc2)S(=O)(=O)NC1=NCc1ccccc1Cl,-1%
Cc1cc(O)c(C(c2ccc(Cl)cc2)N2CCN(c3ccccc3)CC2)c(=O)n1Cc1ccco1 (stereo unspecified),-3%
O=C(CCCn1c(=O)c2sccc2n(Cc2ccc(Cl)cc2)c1=O)NCc1ccc2c(c1)OCO2,6%
COc1ccc(C(=O)CC2(O)C(=O)N(CCc3ccccc3)c3ccc(Br)cc32)cc1OC (stereo unspecified),-17%
CCOc1ccc(S(=O)(=O)Nc2ccc(-c3ccc(OC)nn3)cc2)cc1,-4%
Cc1ccc(-c2cc(C(F)(F)F)n3nc(C(=O)NCC45CC6CC(CC(C6)C4)C5)cc3n2)cc1,-2%
O=C(NC1CC1)c1cc(-c2cccs2)on1,11µM*
CNC(=O)c1sc2ncccc2c1-n1cccc1,-1%
Cc1ccc(NC(=O)N2CCC(CN3CCC(C)CC3)CC2)cc1F,2%
Cc1ccc(Cl)cc1N1CCN(C(=O)C2CCC(CNS(=O)(=O)c3cccs3)CC2)CC1 (stereo unspecified),1%
COCCNC(=O)CN1C(=O)CCn2nc(-c3cn(C)c4ccccc34)cc21,-6%
CCN(CC)C(=O)Cn1c(=O)n(CCCCCC(=O)NCc2ccc3c(c2)OCO3)c(=O)c2sccc21,-4%
COc1ccc(CCNS(=O)(=O)c2ccc3c(c2)CC(C)N3C(=O)C2CCC2)cc1OC (stereo unspecified),-9%
C=Cc1ccc(Cn2c(=O)cc(C)c3c(C)nn(-c4ccccc4)c32)cc1,-2%
CCc1nn(CC(=O)N2CCN(c3ccc(OC)cc3)CC2)c(=O)c2cc3sccc3n12,-16%

Some of the entries above in another layout.
SMILES: Cc1cc(C)c(S(=O)(=O)NCC(c2cccs2)S(=O)(=O)c2ccccc2)c(C)c1 (stereo unspecified)
  FLuc modulator: 4%
SMILES: COC(=O)c1c(NC(=O)COc2c(C)cccc2C)sc2c1CCCC2
  FLuc modulator: 2%
SMILES: COc1ccccc1C(=O)Nc1ccc(-c2nc3ccccc3s2)c(C)c1
  FLuc modulator: 3.8µM*
SMILES: CCOC(=O)c1c(C)[nH]c(C)c1S(=O)(=O)N(C)CC(=O)N1CCN(c2cccc(Cl)c2)CC1
  FLuc modulator: -2%

Later entries.
SMILES,FLuc modulator
CC(=O)c1ccc(N2CCN(c3nc4c(S(=O)(=O)c5ccccc5)nnn4c4ccc(Cl)cc34)CC2)cc1,2%
COc1ccc(N(Cc2cccs2)C(=O)Nc2ccccc2)cc1,-14%
COc1ccc(CCNC(=O)C(C)n2nc(C)c3sc4ccccc4c3c2=O)c(OC)c1 (stereo unspecified),9.5µM*
CCCSc1nnc2c(n1)OC(CC)N(C(C)=O)c1ccccc1-2 (stereo unspecified),-5%
CC(=O)Nc1cccc(NC(=O)C(=O)NCCc2csc3nc(-c4ccccc4F)nn23)c1,-8%
Cc1oc(-c2cccc(Br)c2)nc1CN1CCC(C(=O)NCCc2ccc(Cl)cc2)CC1,-7%
CCC(C(=O)OCc1cc(=O)n2nc(CCOC)sc2n1)c1ccccc1 (stereo unspecified),0%
O=C1C(c2ccc(F)cc2)N(CCc2ccccc2)C(=O)CN1C1CCCCCC1 (stereo unspecified),-7%
CCN(CC)CCNC(=O)c1ccc2c(c1)NC(=O)C(CS(=O)(=O)Cc1cccc(Br)c1)N2 (stereo unspecified),0%
CN(C)c1ccc(C(=O)Nc2cccc(-c3nc4cccnc4s3)c2)cc1,2%
CCOc1ccc(-c2c(C)nn3c(C)c(C(=O)NCCc4ccc(Cl)cc4)cnc23)cc1OCC,-5%
CCc1ccc(CNC(=O)c2ccc3c(c2)nc2n3CCOC2)cc1,-11%
CCCC(=O)OC1=C(C(C)=O)N(Cc2ccccc2)S(=O)(=O)c2ccccc21,-8%
CCCCN(CCCC)S(=O)(=O)c1ccc2oc(C(=O)NCc3ccc(C)cc3)c(C)c2c1,2%
Cc1cccc(CCNC(=O)c2ccc3c(c2)nc2n3CCCCC2)c1,4.8µM*
Cc1cccc(OCCCC(=O)Nc2sc3c(c2C(N)=O)CCC(C)C3)c1 (stereo unspecified),-9%
Cc1ccc2nc(-c3ccc(NC(=O)Cc4ccccc4)cc3)sc2c1,11µM*
Cc1ccc2c(=O)cc(C(=O)Nc3ccc(S(=O)(=O)Nc4nc(C)cc(C)n4)cc3)oc2c1,-7%
CCOc1cc(CN2CCN(S(=O)(=O)c3ccc(C)cc3)CC2)ccc1OC,1%
CCOc1ccc(-c2noc(CSc3nnc(Cc4ccccc4)n3-c3cccc(C)c3)n2)cc1,-22%

Reformatted field by field: three of the compounds above.
Cc1cccc(OCCCC(=O)Nc2sc3c(c2C(N)=O)CCC(C)C3)c1 (stereo unspecified)
  FLuc modulator: -9%
Cc1ccc2nc(-c3ccc(NC(=O)Cc4ccccc4)cc3)sc2c1
  FLuc modulator: 11µM*
Cc1ccc2c(=O)cc(C(=O)Nc3ccc(S(=O)(=O)Nc4nc(C)cc(C)n4)cc3)oc2c1
  FLuc modulator: -7%

The main list resumes; the 2 compounds before the break are reprinted first.
SMILES,FLuc modulator
CCOc1cc(CN2CCN(S(=O)(=O)c3ccc(C)cc3)CC2)ccc1OC,1%
CCOc1ccc(-c2noc(CSc3nnc(Cc4ccccc4)n3-c3cccc(C)c3)n2)cc1,-22%
CCN(CC)c1nn2c(=O)c(C(=O)NCc3cccc(C)c3)cnc2s1,-2%
O=S(=O)(c1ccc(Cl)cc1)c1nc(-c2cccc(Br)c2)oc1NCc1ccccc1,-1%
Cc1cc(C)c(/C=C/c2onc(C)c2S(=O)(=O)N2CCC(C(=O)NCC(C)c3ccccc3)CC2)c(C)c1 (stereo unspecified),-5%
COc1ccccc1NC(=O)CCn1c(=O)oc2cc(Cl)ccc21,2%
CSc1cccc(NC(=O)C2CCCN(C(=O)c3cnn(-c4ccc(F)cc4)c3-n3cccc3)C2)c1 (stereo unspecified),-17%
CCOc1ccc(NC(=O)CSc2cc(C)c3ccccc3n2)cc1,-13%
COc1ccc(NS(=O)(=O)c2cc3c4c(c2)CC(=O)N4CCC3)cc1Cl,-10%
Cc1ccc(-n2c(SCCC(C)C)nc3sc4c(c3c2=O)CC(C)(C)OC4)cc1,-5%
COc1ccc(-c2cccc(NS(=O)(=O)c3cc(C)c(Cl)cc3C)c2)nn1,?
COc1ccc(NC(=O)CN2CCN(c3ccccc3F)CC2)c(OC)c1,6%
Cc1ccccc1Nc1nnc(-c2ccc(C)c(S(=O)(=O)NCC3CCCO3)c2)c2ccccc12 (stereo unspecified),1%
COc1ccc(-c2nnc(SCC(=O)Nc3ccc(C)c(C)c3)s2)cc1,-12%
COC(=O)C(C)NC(=O)N1CCN(c2nnc(C)c3c(C)n(-c4ccc(Cl)cc4)nc23)CC1 (stereo unspecified),0%
COc1ccc(CNC(=O)c2cnc3sc4cc(OC)ccc4n3c2=O)cc1,4%
CCC1CCCCN1S(=O)(=O)c1cc2c3c(c1)CC(=O)N3CCC2 (stereo unspecified),-7%
Cc1cccc(C(=O)N(Cc2nc(-c3ccc(Cl)cc3)no2)C(C)C)c1,-15%
Cc1cc2c(cc3c(SCc4ccc(Cl)cc4)nnc(C)n32)o1,-17%
COc1cccc(-c2nc3c(C#N)c[nH]n3c2NC2CCC(C)CC2)c1 (stereo unspecified),-12%
COc1ccc(N2CCN(CCCNC(=O)c3cnn(-c4ccc(C)cc4)c3-n3cccc3)CC2)cc1,5%
CCCCc1ccc(C(=O)Nc2ccc3nc(N4CCN(CC)CC4)cc(C)c3c2)cc1,?
CCCN(Cc1cccs1)C(=O)Nc1ccc(Br)cc1F,-7%
CC(C)Oc1cccc(C(=O)Nc2ccc3oc(-c4cccc(Cl)c4)nc3c2)c1,0%
O=C(Nc1c(C(=O)N2CCN(c3ccccc3)CC2)oc2ccccc12)c1ccco1,-8%
CCc1cccc2c(-c3ccccc3)nc(SCC(=O)Nc3ccc(OC)cc3)nc12,-4%
Cn1c(=O)c2c(c3ccccc31)OC(=O)CC2c1ccc(C(F)(F)F)cc1 (stereo unspecified),?
CCOc1ccc(NC(=O)c2cc3c(s2)-c2ccccc2OC3)cc1,3%
O=C(CCS(=O)(=O)c1cc(Br)cc2c1N(C(=O)C1CC1)CC2)N1CCN(c2ccc(F)cc2)CC1,-9%
COc1ccc(NC(=O)CSc2cn(CC(=O)N3CCOCC3)c3ccccc23)cc1OC,-2%
COc1ccc(N2CCN(C(=O)C3CCN(S(=O)(=O)Cc4ccccc4)CC3)CC2)cc1,-1%
O=C(C1CCC(CNS(=O)(=O)c2ccc(Br)s2)CC1)N1CCN(c2ccccc2Cl)CC1 (stereo unspecified),-2%
COc1ccc2oc(=O)c(-c3cn4c(n3)sc3cc(F)ccc34)cc2c1,?
CCOC(=O)c1cccc(NC(=O)N2CC(CC)Sc3ccccc32)c1 (stereo unspecified),0%
